# BoNT A protease: BoNT A light chain protease inhibition; actives 0.17% (n = 360,000); AID 588499; multiplex microsphere protease substrate cleavage, flow cytometry; inhibition, % at 10 µM; in the data active means inhibition above about 30%; inconclusive means no clear call, values can overlap the other calls; further: plate controls were buffer without enzyme for full effect and enzyme alone for no effect
# Mtb FBA inh: inhibits M. tuberculosis FBA enzyme; inhibition, % at 1 µM; purified M. tuberculosis FBA, fluorescence read-out; actives 2.3% (n = 360,000); AID 588726; in the data active means inhibition above about 27%;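 further: 0% = vehicle and 100% = reference inhibitor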
# Target sequence (P9WQA3 whole entry, looked up): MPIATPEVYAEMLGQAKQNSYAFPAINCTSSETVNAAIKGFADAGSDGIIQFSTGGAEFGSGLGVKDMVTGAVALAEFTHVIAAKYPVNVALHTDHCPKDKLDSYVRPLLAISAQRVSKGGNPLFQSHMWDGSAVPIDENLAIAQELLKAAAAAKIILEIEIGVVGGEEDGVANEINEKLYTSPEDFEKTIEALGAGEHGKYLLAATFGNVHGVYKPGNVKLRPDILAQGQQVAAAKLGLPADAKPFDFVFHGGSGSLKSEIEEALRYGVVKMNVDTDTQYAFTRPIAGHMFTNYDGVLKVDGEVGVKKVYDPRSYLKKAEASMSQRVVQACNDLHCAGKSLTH
# PrPC TRFRET: reduces human prion protein on the cell surface. AID 720596. inhibition, % at 13.8 µM. P04156. cell surface PrPC, TR-FRET read-out. actives 0.43% (n = 370,000); in the data active means inhibition above about 24%; further: 0% = median of the test wells and 100% = reference compound wells
# CCHF vOTU inh: CCHFV vOTU protease inhibition; actives 0.55% (n = 370,000); inhibition, % at 11.5 µM; Pep-AMC fluorescence; further: 0% = vehicle wells with enzyme and 100% = no enzyme wells
# GDH-TPI counter: inhibits GDH-TPI coupling enzymes, artifact for Mtb FBA screen; GDH-TPI coupled enzyme counterscreen, NADH absorbance; inhibition, % at 4.8 µM; actives 1.2% (n = 360,000); AID 588335;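 further: 0% = DMSO wells and 100% = wells lacking the enzyme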
# Mtb UGM inh: blocks M. tuberculosis UGM enzyme | AID 504406 | P9WIQ1 | purified UGM, fluorescence polarization probe displacement | actives 0.06% (n = 320,000) | inhibition, % at 10 µM; in the data active means inhibition above about 10%, passing the limit was not always enough; inconclusive means no clear call, values can overlap the other calls
# Target sequence (P9WIQ1 whole entry, looked up): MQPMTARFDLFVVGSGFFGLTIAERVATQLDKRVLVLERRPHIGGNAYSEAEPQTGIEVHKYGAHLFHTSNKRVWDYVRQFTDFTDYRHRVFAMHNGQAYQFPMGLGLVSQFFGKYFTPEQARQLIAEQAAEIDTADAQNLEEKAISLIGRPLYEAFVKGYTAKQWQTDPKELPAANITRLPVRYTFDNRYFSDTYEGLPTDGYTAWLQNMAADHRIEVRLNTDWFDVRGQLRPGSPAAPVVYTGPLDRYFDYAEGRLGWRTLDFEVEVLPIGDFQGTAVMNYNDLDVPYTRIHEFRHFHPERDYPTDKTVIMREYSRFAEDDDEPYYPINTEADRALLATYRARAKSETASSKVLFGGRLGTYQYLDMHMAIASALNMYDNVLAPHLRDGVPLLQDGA
# BoNT-F LC inh: inhibitors of Botulinum neurotoxin F light chain protease | inhibition, % at 10 µM | Multiplex microsphere protease cleavage assay, flow cytometry | actives 0.22% (n = 360,000); in the data active means inhibition above about 35%, passing the limit was not always enough; inconclusive means no clear call, values can overlap the other calls; further: plate controls were buffer without enzyme for full effect and enzyme alone for no effect
# FadD28 FP inh: M. tuberculosis FadD28 bisubstrate binding inhibition. FadD28 bisubstrate probe binding, fluorescence polarization. AID 588549. inhibition, % at 12.5 µM. actives 0.22% (n = 360,000); in the data active means inhibition above about 8.5%, passing the limit was not always enough; inconclusive means no clear call, values can overlap the other calls
# BioA inh: inhibitors of Mycobacterium tuberculosis BioA enzyme; purified M. tuberculosis BioA enzyme, plate reader; AID 602481; actives 0.096% (n = 360,000); inhibition, % at 9.99 µM; in the data active means inhibition above about 40%; inconclusive means no clear call, values can overlap the other calls
# * = called active by the depositor; ? = inconclusive; / = not tested or not shown. Unless noted, no stated cut-off is given here; in the data, active means inhibition above about 30%; inactive means the rest.
SMILES,BoNT A protease,Mtb FBA inh,PrPC TRFRET,CCHF vOTU inh,GDH-TPI counter,Mtb UGM inh,BoNT-F LC inh,FadD28 FP inh,BioA inh
COC(=O)c1ccccc1NC(=S)NC(=O)COc1ccccc1Cl,?,2.2,-4.0,0.0,8.9,-0.5,-5.6,-4.9,-0.1
O=S(=O)(c1ccc(SCc2ccccc2F)nc1)N1CCCC1,-0.5,-2.5,6.2,16.8,1.5,-0.5,-13.9,-1.3,-1.8
CCOc1ccc(CCNC(=O)COC(=O)c2cc([N+](=O)[O-])ccc2N2CCOCC2)cc1OCC,2.2,-0.6,-21.9,8.9,7.2,-2.4,-10.8,-1.0,0.2
COc1ccccc1NS(=O)(=O)c1cccc(C(=O)N2CCN(C/C=C/c3ccccc3)CC2)c1,-0.1,0.1,-2.3,-0.1,3.0,-2.4,2.3,-1.4,0.9
COC(=O)[C@@H]1C[C@H]2CC[C@H](O)C[C@H]2N1Cc1ccc(C(C)(C)C)cc1,0.9,3.8,0.5,12.5,17.6,-0.6,3.3,-0.4,0.9
O=C(CC(Nc1ccc(F)cc1)C(=O)OCC(=O)c1cccs1)c1ccccc1 (configuration not stated),-0.2,-2.4,-3.4,-12.0,0.0,-1.9,-5.5,-4.9,0.1
CCOC(=O)CSc1ccc(S(=O)(=O)N2CCC(C)CC2)cc1[N+](=O)[O-],2.6,0.5,5.6,13.0,0.7,0.0,12.9,-0.5,-0.5
CC(C)C1C(=O)N(Cc2cn(CCC3OCCO3)nn2)CCS(=O)(=O)N1Cc1ccc(-c2cccc(N(C)C)c2)cc1 (configuration not stated),-0.4,13.4,-13.7,4.5,1.4,/,-4.5,0.6,-0.3
CC(C)(C)c1cc2nc3c(c(=O)n2[nH]1)CN(Cc1ccccc1)C3=O,-1.9,19.7,-4.3,-34.7,-3.1,0.9,?,-0.5,11.0
Cc1oc2ccc(OS(C)(=O)=O)cc2c1C(=O)OC(C)C,-1.2,-1.9,-9.2,11.7,-6.4,0.2,-2.6,-5.0,/
CCc1nc2nc(C)c(NS(=O)(=O)c3ccc(Br)s3)c(=O)n2[nH]1,-3.6,0.1,-26.8,1.6,16.2,1.4,-0.9,-0.6,-0.3
O=C(Nc1ccc2c(c1)OCO2)C1Cc2c(-c3cccnc3)ccnc2O1 (configuration not stated),-0.6,0.2,6.5,8.8,10.6,/,-6.7,0.7,2.0
CCCCn1c(NC(=S)Nc2ccccc2)nc2ccccc21,0.8,7.8,9.6,-11.0,13.3,-3.1,-1.2,-0.5,2.6
COc1ccc(S(=O)(=O)N2CCN(c3ccc(F)cc3)CC2)cc1C(=O)N1CCOCC1,0.9,-0.5,-6.8,2.8,10.0,0.5,4.8,0.5,-1.7
CCc1cc2ccc(OC)cc2nc1SCC(=O)Nc1cc(C)on1,0.2,0.2,-4.0,8.4,2.2,0.3,-2.2,-2.8,0.3
CC(=O)c1cnn(-c2cc(Oc3ccc(F)cc3)ncn2)c1C,-0.3,3.0,-0.7,-10.4,-4.3,1.1,5.2,1.0,3.2
Cc1ccccc1C(=O)NNC(=O)CSc1nc(-c2ccccc2)cc(=O)[nH]1,-0.9,-0.1,-3.5,-9.6,-2.9,3.5,-7.0,-0.1,/
CCOc1ccc(NC(=O)Cn2cc(C(C)=O)c3ccccc32)cc1,-0.7,4.7,9.1,-9.6,2.6,-0.9,8.8,-3.3,-1.0
N#Cc1ccc(N2Cc3ccccc3C2=NC(=O)c2cccnc2Cl)cc1,1.1,11.2,2.2,-2.4,9.6,-1.8,17.4,-3.2,2.7
Cc1ccc(C(=O)NCCNC(=O)c2ccc(C)o2)o1,-5.6,-1.4,-3.5,-1.0,5.6,-1.5,-5.6,-0.7,-0.5

# Only PrPC TRFRET, Mtb FBA inh and CCHF vOTU inh, for some of the entries so far:
compound | PrPC TRFRET | Mtb FBA inh | CCHF vOTU inh
Cc1oc2ccc(OS(C)(=O)=O)cc2c1C(=O)OC(C)C | -9.2 | -1.9 | 11.7
COc1ccc(S(=O)(=O)N2CCN(c3ccc(F)cc3)CC2)cc1C(=O)N1CCOCC1 | -6.8 | -0.5 | 2.8

# A run of entries of the results above, for reference:
SMILES,BoNT A protease,Mtb FBA inh,PrPC TRFRET,CCHF vOTU inh,GDH-TPI counter,Mtb UGM inh,BoNT-F LC inh,FadD28 FP inh,BioA inh
CCc1cc2ccc(OC)cc2nc1SCC(=O)Nc1cc(C)on1,0.2,0.2,-4.0,8.4,2.2,0.3,-2.2,-2.8,0.3
CC(=O)c1cnn(-c2cc(Oc3ccc(F)cc3)ncn2)c1C,-0.3,3.0,-0.7,-10.4,-4.3,1.1,5.2,1.0,3.2
Cc1ccccc1C(=O)NNC(=O)CSc1nc(-c2ccccc2)cc(=O)[nH]1,-0.9,-0.1,-3.5,-9.6,-2.9,3.5,-7.0,-0.1,/
CCOc1ccc(NC(=O)Cn2cc(C(C)=O)c3ccccc32)cc1,-0.7,4.7,9.1,-9.6,2.6,-0.9,8.8,-3.3,-1.0
N#Cc1ccc(N2Cc3ccccc3C2=NC(=O)c2cccnc2Cl)cc1,1.1,11.2,2.2,-2.4,9.6,-1.8,17.4,-3.2,2.7
Cc1ccc(C(=O)NCCNC(=O)c2ccc(C)o2)o1,-5.6,-1.4,-3.5,-1.0,5.6,-1.5,-5.6,-0.7,-0.5

# Continued:
SMILES,BoNT A protease,Mtb FBA inh,PrPC TRFRET,CCHF vOTU inh,GDH-TPI counter,Mtb UGM inh,BoNT-F LC inh,FadD28 FP inh,BioA inh
CC(=O)OCC(=O)[C@H]1CC[C@H]2[C@@H]3CC=C4C[C@@H](O)CC[C@]4(C)[C@H]3CC[C@]12C,0.6,4.2,-1.6,-1.6,2.4,-1.8,-1.5,0.8,-0.3
COc1ccc(NP(=O)(Oc2ccccc2OC)Oc2ccccc2OC)cc1,0.5,0.1,7.8,-3.5,-0.6,0.3,-2.3,-1.3,/
COC(C(=O)NCc1ccc(C)cc1)c1ccccc1 (configuration not stated),-0.6,0.4,5.3,-13.6,8.9,-2.7,1.6,0.5,/
O=C(COC(=O)c1ccc2[nH]c3c(c2c1)CCCC3)NC1CCS(=O)(=O)C1 (configuration not stated),-0.3,3.6,-2.0,10.3,6.2,-1.4,-1.8,-3.5,/
Cc1ccc(S(=O)(=O)N2CCN(S(C)(=O)=O)C2)cc1,-0.4,0.4,-5.0,1.1,4.9,-1.8,-15.0,-1.2,/
CNC(=O)c1cc(C(=O)c2c(Cl)cccc2Cl)c[nH]1,-2.0,2.8,8.4,-9.0,4.8,-0.7,-3.7,-2.0,/
Cc1ccc(N2C(=O)NC(=O)/C(=C\c3ccc(N4CCOCC4)cc3)C2=O)cc1,-0.1,0.3,-3.7,9.5,18.6,0.5,4.2,0.1,/
COc1cc(/C(C)=N/N2CCN(c3ccccc3OC)CC2)ccc1O,-4.1,-0.2,-1.8,9.2,11.2,-1.2,?,-2.6,-0.7
Clc1ccc(-c2nc(Cc3ccccc3Cl)no2)cc1,0.3,2.0,3.5,8.1,10.1,-1.9,1.1,-3.6,0.5
CC(C)(C)OC(=O)N1CCc2onc(-c3ccc(Cl)cc3)c2C1=O,0.2,1.5,7.4,12.7,-16.6,/,-3.9,-2.5,5.2
Cc1ccc(Nc2nc(N)nc(-c3oc4ccccc4c3C)n2)cc1,0.4,-2.2,/,/,2.5,-1.8,-2.3,-3.6,/
CN(C)C(=O)c1ccccc1-c1ccccc1,-0.1,-8.7,-1.0,10.4,5.6,-1.4,-2.3,-3.4,-1.0
FC(F)Sc1ccc(N=C2NN=C(c3ccc4c(c3)OCCO4)CS2)cc1,2.0,1.0,3.5,6.0,24.9,1.6,2.5,1.1,-1.5
Cc1cc(N=Nc2ccccc2)cc(C)c1NC(=O)C(F)(F)F,0.0,0.1,-11.0,18.6,25.9,/,-3.8,-1.7,/
Cc1cccn2c(CN(C)C3CCOC3)c(C(=O)N3CCCCC3)nc12 (configuration not stated),-0.8,-0.2,-7.1,20.6,-12.9,0.2,-0.5,-3.6,-3.3
O=C(COC(=O)C1Cc2ccccc2CN1C(=O)c1ccccc1)Nc1ccc(SC(F)F)cc1 (configuration not stated),0.0,0.8,0.9,-8.2,4.4,-0.7,3.8,-0.6,/
CCc1ccc(N2CCN(CCNC(=O)Nc3ccc(OC)cc3)CC2)cc1,-2.0,3.8,-4.6,-2.4,-7.3,-0.2,-35.5,-3.2,-0.9
Cc1cccc(CN2CCN(CC(=O)N3CCC4(CC3)OCCO4)C2=O)c1,-0.1,2.0,-3.2,4.2,-4.0,1.0,0.0,-1.6,-0.7
CCOC(=O)CN1N=C(/C=C/c2ccc(OC)cc2)CCC1=O,0.1,1.1,-8.5,17.1,37.9*,2.3,-15.1,0.9,-1.0
CC(C)(C)c1ccc(C(=O)NCC(=O)NNC(=O)c2ccccc2O)cc1,3.9,13.6,-3.1,-1.0,-7.2,-1.9,?,0.0,/
Cc1cc(OCc2cc(C(=O)N(Cc3nccn3C)C(C)C)no2)cc(C)c1Cl,-1.9,-0.9,7.4,0.4,5.1,-0.9,-5.8,-8.1,1.5
COc1ccc(C2=NOC3(CC(=O)N(c4ccc(Cl)cc4)C3=O)C2)c(OC)c1 (configuration not stated),-1.0,1.7,4.8,7.2,3.1,1.1,0.1,-3.6,-1.2
COC(=O)Oc1ccc(/C=C/C(=O)OC(C)C)cc1OC(=O)OC,0.5,1.1,-7.1,11.9,10.2,-1.6,-2.3,1.3,-0.7
CCCNC(=O)c1cc(S(=O)(=O)N2CCC3(CC2)OCCO3)ccc1F,0.3,0.4,2.1,7.2,2.2,/,-2.3,-1.1,0.5
CCOc1ccc(NC(=O)CN2CCN(C(=O)c3ccco3)CC2)cc1S(=O)(=O)N1CCCC1,4.5,-3.1,-12.6,13.8,2.9,-0.2,-0.9,-2.6,0.2
CCOc1ccc(OCC(=O)OC(C)C(=O)Nc2ccc(Cl)cn2)cc1 (configuration not stated),1.4,2.5,-2.3,0.4,2.5,-0.9,4.2,-1.7,/
COc1ccc(C(C[N+](=O)[O-])c2c(C)cc3ccccn23)c(OC)c1 (configuration not stated),5.2,-1.4,-7.5,1.5,10.4,2.1,-11.7,-0.3,-1.2
CC1=C(C(=O)N(C(C)C)C(C)C)CC(CC(=O)NCCCN(C)C)C(=O)N1Cc1ccc(C(C)(C)C)cc1 (configuration not stated),-1.0,0.3,3.9,5.5,/,/,-6.4,-1.9,-1.2
O=C(Nc1ccccc1O)c1ccc([N+](=O)[O-])cc1,3.1,0.8,-22.1,0.6,5.1,2.1,16.5,-0.2,-1.0
COCCCNC(=S)NCCCNc1nc2cc3c(cc2cc1C#N)OCO3,0.6,72.3*,2.8,-83.3,11.6,1.8,-5.5,0.8,-3.5
Fc1ccc(C(c2nnnn2C2CCCCC2)N2CCCC2)cc1 (configuration not stated),-0.3,0.5,-0.1,3.6,0.0,0.6,4.3,0.3,1.7
CC1=C(C(=O)OCc2ccccc2)C(c2ccc(Cl)cc2)NC(=O)N1CCCCCC(=O)O (configuration not stated),0.5,0.9,5.8,16.4,4.3,1.7,-3.7,-1.3,1.8
CCC(C)[C@H](NC(=O)CCn1nnc2ccccc2c1=O)C(=O)O (some centres not stated),-0.3,-0.1,-2.0,-4.3,-3.7,2.2,-8.1,-2.9,1.3
O=C(NCCc1c[nH]c2ccccc12)c1cnc2n(c1=O)CCS2,-0.5,4.7,-1.1,17.5,-8.1,1.3,-0.5,-1.3,-2.6
Cc1ccc(OCCN2CCC2(C)C(=O)Nc2ccc3c(c2)OCCO3)cc1 (configuration not stated),-0.2,1.0,-4.3,4.3,-0.9,/,-2.8,-3.4,0.3
CC1(C(=O)NS(=O)(=O)c2ccccc2Cl)CCN1C(=O)Cc1ccccc1 (configuration not stated),0.2,0.9,-3.1,2.7,0.9,/,0.7,-0.1,-1.5
